High-throughput results from PubChem.
Eya2 inh – blocks the phosphatase activity of human Eya2. O00167. recombinant Eya2, OMFP fluorescence dephosphorylation (OMFP is methylfluorescein phosphate). Potency, µM (highest dose often 76.9 µM), inactives show at the highest dose activity, negative = inhibition, hits mostly inhibitors. 330,000 tested, 0.006% active. AID 488837; further: potency means the concentration at half of the fitted maximal effect; on the % scale 0 is the no-effect control and ±100 the full control effect
Target sequence (O00167 whole entry, looked up): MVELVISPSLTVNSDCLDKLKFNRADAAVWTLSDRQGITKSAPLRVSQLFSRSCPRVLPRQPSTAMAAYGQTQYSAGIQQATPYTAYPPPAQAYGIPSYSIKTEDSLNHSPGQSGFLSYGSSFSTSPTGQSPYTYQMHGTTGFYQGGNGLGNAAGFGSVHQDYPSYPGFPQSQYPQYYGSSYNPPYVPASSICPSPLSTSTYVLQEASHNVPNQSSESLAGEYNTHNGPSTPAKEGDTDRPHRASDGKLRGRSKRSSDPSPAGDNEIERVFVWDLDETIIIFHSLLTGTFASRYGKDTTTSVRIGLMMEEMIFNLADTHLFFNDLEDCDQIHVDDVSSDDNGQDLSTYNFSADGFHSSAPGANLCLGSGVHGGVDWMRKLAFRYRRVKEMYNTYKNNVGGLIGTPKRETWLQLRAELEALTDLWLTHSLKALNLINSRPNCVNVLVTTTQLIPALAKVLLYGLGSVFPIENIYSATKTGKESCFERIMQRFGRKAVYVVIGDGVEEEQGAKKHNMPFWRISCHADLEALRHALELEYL
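Eya2 (0.2 uM) preincubated 10 min at ambient with compound, then OMFP substrate added at 50 uM; 10 min reaction in 50 mM HEPES pH 7.5, 50 mM NaCl, 5 uM MgCl2, 0.05% BSA, 1 mM DTT. Fluorescence read at Ex 485/Em 525 nm.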
uPA generation – cell surface uPA generation inhibition; Potency, µM (series often up to 38.3 µM), for the others: at the highest dose activity change, negative = inhibition, usual class: inhibitors; AID 540303; 330,000 tested, 0.31% active; cell surface uPA generation assay, qHTS; active means well fitted inhibition curve with a large enough effect; inconclusive means small, poorly fitted or top-dose-only effect; inactive means no such curve, though single readings can be large or run the other way; tested in mouse RAW 264.7 cells; further: potency means the concentration at half of the fitted maximal effect; on the % scale 0 is the no-effect control and ±100 the full control effect; nearly all actives have a fitted effect of over 55% in size
BRCA1 expr act – activators of BRCA1 expression. MCF7-BRCA1-FFLuc reporter, luminescence, 48 h; response scale: scaled: vehicle 0%, 10 µM genistein 100%. Potency, µM (titrated, usually from 46.1 µM), without a hit: at the highest dose activation, usual class: activators. 380,000 tested, 1.1% active. AID 624202; further: potency means the concentration at half of the fitted maximal effect; nearly all actives have a fitted effect of over 80% in size; some results filed as inactive show a strong effect at the top dose
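MCF7 cells carrying a BRCA1-firefly luciferase reporter (2000 cells/well, phenol-red free MEM) were attached for 2 h at 37 °C, then given compounds for 48 h. Luminescence was read 15 min after luciferase reagent; activity normalized to genistein (10 microM) and DMSO.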
B2AR arrestin – agonists driving beta-arrestin recruitment to human beta2-adrenergic receptor | AID 492947 | Potency, µM (highest dose often 46.1 µM), inactives show at the highest dose activation, most hits filed as activators | 330,000 tested, 0.02% active | beta-arrestin recruitment to beta2AR, cell-based reporter;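 further: potency means the concentration at half of the fitted maximal effect; 0% = DMSO controls and full agonism = EC100 isoproterenol or metaproterenol; nearly all actives have a fitted effect of over 65% in size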
Target sequence (P07550 whole entry, looked up): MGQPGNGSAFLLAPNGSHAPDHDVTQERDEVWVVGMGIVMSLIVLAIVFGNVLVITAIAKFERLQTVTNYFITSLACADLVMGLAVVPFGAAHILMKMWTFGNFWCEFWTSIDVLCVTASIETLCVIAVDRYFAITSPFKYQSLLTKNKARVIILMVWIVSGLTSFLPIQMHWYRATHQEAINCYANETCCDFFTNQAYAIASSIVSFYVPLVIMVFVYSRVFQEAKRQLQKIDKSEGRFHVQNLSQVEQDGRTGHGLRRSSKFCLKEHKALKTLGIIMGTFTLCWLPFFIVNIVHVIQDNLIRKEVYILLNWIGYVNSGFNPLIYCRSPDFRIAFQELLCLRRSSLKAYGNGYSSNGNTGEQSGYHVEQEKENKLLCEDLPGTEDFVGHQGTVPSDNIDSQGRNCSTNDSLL
p53 reactivator – re-activators of mutant p53; H1299 p53-A138V BP100-luciferase reporter, luminescence, 24 h; Potency, µM (titrated, usually from 92.2 µM), for the others: top-dose activity change, positive = activation, hits mostly activators; 320,000 tested, 0.063% active; AID 504706; further: potency means the concentration at half of the fitted maximal effect; % of control where 0% means no effect; nearly all actives have a fitted effect of over 45% in size
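H1299 (p53-null), stable ts p53-A138V + BP100-Luc; 1000 cells/well, Opti-MEM/10% FBS; cpd 4 pt, 1:5; 24 h, 37 deg C, 5% CO2; detection reagent 10 min RT; luminescence.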
ASM inhibitor – blocks human secretory acid sphingomyelinase. P17405. placental ASM, HMU-PC fluorogenic substrate, 60 min. Potency, µM (titrated, usually from 57.5 µM), without a hit: top-dose activity change, negative = inhibition, usual class: inhibitors. 340,000 tested, 0.006% active. AID 504937; further: potency means the concentration at half of the fitted maximal effect
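Human placenta-derived ASM enzyme was preincubated with compound for 10 minutes at room temperature, then given fluorogenic substrate HMU-PC0 (9 uM final) for 60 minutes at 37 °C; a pH 10 stop preceded fluorescence reading at Ex 386/Em 447 nm.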
Integrin act MD – integrin-mediated muscular dystrophy alleviation activation; alpha7betagal myoblasts, beta-gal FDG fluorescence, 48 h; 350,000 tested, 0.064% active; Potency, µM (highest dose often 38.3 µM), inactives show at the highest dose activation, hits mostly activators;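 further: potency means the concentration at half of the fitted maximal effect; 100% = response of the positive control SU9516; nearly all actives have a fitted effect of over 60% in size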
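alpha7betagal+/- myoblasts (passage 13, 250/well) treated 48 h at 37C with compounds at 1:260 dilution of DMSO stock. Lysed, then beta-galactosidase activity read as FDG fluorescence (ex 480/em 540) after 30 min, with pre-read for autofluorescence.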
ELG1 genotoxic – inducers of genotoxicity in HEK293T ELG1-luciferase cells; HEK293T ELG1-luciferase reporter, luminescence, 16 h; Potency, µM (highest dose often 46 µM), without a hit: top-dose activity change, positive = activation, usual class: activators; 330,000 tested, 1.3% active; further: potency means the concentration at half of the fitted maximal effect; % of control where 0% means no effect; nearly all actives have a fitted effect of over 60% in size
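DMSO vehicle served as control against compound-treated ELG1-luciferase HEK293T cells; exposure lasted 16 hr at 37 °C and 5% CO2, followed by ONE-Glo luminescence detection after 30 min.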
USP2a inh – USP2a (human) protease inhibition | O75604 | USP2 core, Ub-CHOP2 coupled fluorogenic reporter, 485/531 | Potency, µM (top dose mostly 38.3 µM), inactives show at the top dose activity change, negative = inhibition, most hits filed as inhibitors | 330,000 tested, 0.01% active | AID 463254;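 further: potency means the concentration at half of the fitted maximal effect; plate controls were DMSO wells for no effect and full inhibition by NEM control for full effect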
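USP2 core (10nM final) preincubated 30min RT with compound in 20mM Tris-HCl pH 8.0, 2mM CaCl2, 2mM beta-mercaptoethanol, 0.05% CHAPS; 25nM Ub-CHOP2 plus 25nM reporter substrate added, fluorescence (Ex485/Em531) read after 60min.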
TSG101-PTAP inh – blocks PTAP/TSG101 interaction to inhibit HIV-1 budding | Q99816 | Fluorescence polarization, FITC-PTAP peptide / Tsg101 binding | Potency, µM (top dose mostly 115 µM), for inactives: at the top dose activity change, negative = inhibition, hits mostly inhibitors | 340,000 tested, under 10 active; active means well fitted inhibition curve with a large enough effect in the main read-out, with a control signal flat, not every such curve was filed as active; inconclusive means small, poorly fitted or top-dose-only effect, or effect the other way, or a change in a side signal; inactive means no such curve, though single readings can be large or run the other way; further: potency means the concentration at half of the fitted maximal effect; % of control where 0% means no effect
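Compounds were pin-transferred onto Tsg101 binding domain (10 uM final) in HEPES pH 7.5 buffer, then FITC-PTAP peptide was added at 50 nM final. After 20 min at RT, polarization reported peptide displacement across a qHTS concentration series.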
TRPV1 ag – activates the human vanilloid receptor TRPV1 | TRPV1-expressing cells, Fluo-8 calcium influx, agonist mode | 320,000 tested, 0.19% active | Q8NER1 | activation, % at 8.33 µM; in the data active means activation above about 80%; inconclusive means between about 30% and that limit; further: 0% is about no effect
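Fluo-8 calcium influx in TRPV1-expressing cells, kinetic read (ex 480/em 520 nm). Compound added and read 3 min for agonist activity, followed by capsaicin at EC20 final and 2 min further read for enhancement.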
* = called active by the depositor; u = inconclusive; x = no result given; & = joins results of further samples; [ ] = dose if it differs, or a comment. Unless noted, the call rests on the fitted dose curve; in most records, active means well fitted curve in the direction sought with a large enough effect; inconclusive means small, poorly fitted or top-dose-only effect, or another doubt; inactive means no such curve, though single readings can be large; an effect the other way counts as inactive or inconclusive.

SMILES	Eya2 inh	uPA generation	BRCA1 expr act	B2AR arrestin	p53 reactivator	ASM inhibitor	Integrin act MD	ELG1 genotoxic	USP2a inh	TSG101-PTAP inh	TRPV1 ag
Cc1cc(S(=O)(=O)n2ccnc2)c(Cl)cc1Cl	-2%	2%	7%	-0.1%	-1%	-3%	-30%	3%	2%	-6%	-1
COc1cc(OC)cc(-c2c(C#Cc3ccsc3)c3cc(-c4ccc(CN5CCOCC5)cc4)ccc3n2C)c1	12%	6%	-18%	-0.3%	1%	220%[activator]	-4%	1%	-4%	-1%	x
CN(C)CCCNc1oc(/C=C/c2ccccc2)nc1C#N	14%	-2%	-2%	-0.4%	4%	53%[activator]	16%	10%	2%	-1%	1
CC1CCc2c(sc3nc(SCC(=O)NCc4ccco4)nc(N)c23)C1 (stereo not drawn)	-13%	-7%	-42%	-0.7%	14%	-2%	1%	14%	-1%	-3%	4
CCCCN(CCCC)Cc1ccc(N)cc1	5%	x	1%	1.0%	-9%	1%	7%	0%	3%	-7%	7
O=C(COc1ccc2c(c1)C(=O)CC1(CCCCC1)O2)NCc1ccccc1	10%	7%	0%	-0.3%	13%	240%[activator]	-1%	-1%	3%	-5%	u
CCSc1nnc2n(-c3ccc(OC)cc3)c(=O)c3c4c(sc3n12)CCCC4	3%	-3%	8%	-1.5%	-4%	-3%	-8%	12%	1%	-3%	28
COc1ccc(-c2cccc3c2C2CC3CCN2C(=O)OCc2ccccc2)cc1 (stereo not drawn)	x	5%	-30%	x	x	-4%	-8%	x	x	0%	x
CCN(CC)S(=O)(=O)c1ccc(Cl)c(NC(=S)NC(=O)C2CCCC2)c1	-7%	u	-61%	0.0%	-5%	-5%	-45%	-1%	1%	-7%	10
CCCCc1cc(=O)oc2cc(OCC(=O)N3C[C@H]4C[C@@H](C3)c3cccc(=O)n3C4)ccc12	-22%	6%	-3%	-0.6%	x	-7%	8%	4%	3%	-6%	-2
O=C(CCNC(=O)C1CCN(S(=O)(=O)c2ccccc2)CC1)NCc1ccccc1Cl	-1%	0%	-23%	0.0%	-4%	0%	u	-1%	2%	0%	10
O=C(O)CC/C(=N\Nc1ccc(S(=O)(=O)N2CCOCC2)cc1[N+](=O)[O-])c1cccs1	5%	5%	-3%	-0.7%	-2%	-3%	-21%	-1%	-12%	-8%	5
Cc1ccn2c(NC3CCCCC3)c(C)nc2c1	-1%	x	-54%	0.1%	-3%	5%	-38%	-2%	3%	1%	4
Nc1ccc(-n2nnnc2-c2ccco2)cc1	-1%	-1%	4%	-0.4%	2%	-1%	0%	4%	2%	-5%	2
CC(=O)Nc1ccc(C(=O)NNC(=O)C2CC2)cc1	1%	2%	-10%	-0.3%	12%	0%	-30%	2%	1%	-2%	-1
Fc1ccc([C@@H]2CCNC[C@H]2COc2ccc3c(c2)OCO3)cc1	-6%&-19%&8%	u	-78%&-21%&-28%	-0.8%&-0.8%	-15%	7%&-7%&0%	x	-5%	4%&9%	-1%&-3%&-2%	16
Cc1ccc(C)c(N2CCN(c3ccc([N+](=O)[O-])cn3)CC2)c1	1%	-23%	-25%	0.5%	-1%	-9%	16%	-5%	2%	-5%	5
O=C(NNC(=O)c1ccc2ccccc2c1)c1ccc(Cl)c(Cl)c1	x	-2%	-6%	x	x	2%	-29%	x	x	-6%	x
CCC(=O)Oc1cccc(C(=O)Nc2ccc(-c3nnc(-c4ccco4)o3)cc2)c1	5%	-3%	-10%	0.1%	u	-1%	-25%	-1%	3%	3%	x
COCCNC(=O)CN1C(=O)COc2ccc(Cl)cc21	18%	-1%	-12%	-1.3%	-4%	2%	4%	1%	7%	0%	6

Only BRCA1 expr act and USP2a inh, for two of the compounds above:
| SMILES | BRCA1 expr act | USP2a inh |
| --- | --- | --- |
| O=C(O)CC/C(=N\Nc1ccc(S(=O)(=O)N2CCOCC2)cc1[N+](=O)[O-])c1cccs1 | -3% | -12% |
| COc1cc(OC)cc(-c2c(C#Cc3ccsc3)c3cc(-c4ccc(CN5CCOCC5)cc4)ccc3n2C)c1 | -18% | -4% |

As entered above:
CC1CCc2c(sc3nc(SCC(=O)NCc4ccco4)nc(N)c23)C1 (stereo not drawn) in ELG1 genotoxic shows 14%
CCCCN(CCCC)Cc1ccc(N)cc1 in TSG101-PTAP inh shows -7%
COc1cc(OC)cc(-c2c(C#Cc3ccsc3)c3cc(-c4ccc(CN5CCOCC5)cc4)ccc3n2C)c1 in ASM inhibitor shows 220%[activator]
O=C(COc1ccc2c(c1)C(=O)CC1(CCCCC1)O2)NCc1ccccc1 in USP2a inh shows 3%
O=C(NNC(=O)c1ccc2ccccc2c1)c1ccc(Cl)c(Cl)c1 in uPA generation shows -2%
Fc1ccc([C@@H]2CCNC[C@H]2COc2ccc3c(c2)OCO3)cc1 in ELG1 genotoxic shows -5%
O=C(O)CC/C(=N\Nc1ccc(S(=O)(=O)N2CCOCC2)cc1[N+](=O)[O-])c1cccs1 in Eya2 inh shows 5%

Other structures:
SMILES	Eya2 inh	uPA generation	BRCA1 expr act	B2AR arrestin	p53 reactivator	ASM inhibitor	Integrin act MD	ELG1 genotoxic	USP2a inh	TSG101-PTAP inh	TRPV1 ag
O=C(C1=C[C@@H](C2CCCCC2)C[C@@H](OCc2ccc(CO)cc2)O1)N1CCN(Cc2ccccc2)CC1	-21%	u	-32%	-0.2%	3%	-3%	-33%	-8%	-10%	0%	-1
Cc1ccc(C2(C)NC(=O)N(CC(=O)N3CCN(S(=O)(=O)c4cccc(F)c4)CC3)C2=O)cc1 (stereo not drawn)	9%	1%	-7%	-0.5%	2%	1%	-11%	-3%	-7%	-2%	-3
O=C(CN1CCN(c2nc(-c3ccc(Cl)cc3)cs2)CC1)NCc1ccco1	-1%	0%	-1%	-0.9%	-8%	-7%	-19%	-5%	1%	-2%	2
CC(C)[C@H]1COCCS(=O)(=O)N1Cc1ccc(Cl)cc1	2%	-45%	13%	-3.0%	6%	-1%	23%	1%	1%	-11%	-1
CCOC(=O)c1[nH]c2ccc(OC)cc2c1NC(=S)N1CCN(C(=O)OCC)CC1	-7%	4%	-26%	0.0%	0%	-1%	8%	-1%	3%	-4%	-2
COc1ccc(C2c3c(ncn(CCCO)c3=N)Oc3ccc4ccccc4c32)cc1OC (stereo not drawn)	14%	-1%	-77%	1.0%	-4%	-6%	-65%[inhibitor]	3%	0%	-9%	6
COc1ccc(Cl)cc1N(C(=O)c1ccco1)C(C(=O)NC1CCCC1)c1ccncc1 (stereo not drawn)	-6%	-2%	-20%	-0.2%	-2%	-1%	u	-3%	0%	-1%	3
CCOC(=O)c1ccc(NC(C)=O)c([N+](=O)[O-])c1	-2%	-1%	0%	-0.2%	10%	0%	42%	3%	1%	-1%	1
O=C1CC(c2ccccc2)NC(=O)N1 (stereo not drawn)	-18%	6%	-24%	-0.3%	1%	5%	16%	-2%	0%	0%	-2
CCN(CC)c1ccc(/C=N/N=C(N)N)c(O)c1	11%	u	-36%	-0.3%	2%	54%[activator]	0%	10%	1%	-3%	-2
COc1ccc(OC)c(-n2nnnc2SCC(=O)Nc2nc(C)c(C)s2)c1	4%	1%	-9%	0.1%	1%	-1%	-18%	7%	0%	-10%	-1
